Assay outcomes (PubChem)
Myeloid diff 2 – induction of myeloid progenitor differentiation, primary screen, cell-based, flow cytometry, MLPCN library; ER-HoxA9 myeloid progenitors, lysozyme-GFP differentiation; calls only at 10 µM; 360,000 tested, 1% active;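 active = normalized GFP-positive differentiation at or above the plate's own cutoff, the solvent-only control mean plus 3 SD; inconclusive = no clear call, values can overlap the other calls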;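 also: cells exposed to compound for four days before flow analysis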
MgcRacGAP inhibition – MgcRacGAP GTPase-activating activity inhibitors, confirmation, biochemical, ADP Hunter fluorescence; Rac GTPase-activating protein 1 (Homo sapiens); MgcRacGAP-stimulated Rac1 GTP hydrolysis, ADP Hunter fluorescence; higher % means a stronger effect; GST-tagged Rac1 F28L mutant substrate; inhibition, % at 30 µM, or IC50 in µM where a hit was titrated; 340,000 tested, 0.6% active; AID 624330, 2012;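 active = first-screen hits whose inhibition reached a set limit at any dose in the follow-up dose series; inconclusive = inhibition above the set first-screen limit but never retested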;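 also: fluorescence reports GDP produced by GAP-driven GTP hydrolysis; strong numbers were not always called active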
Large T inhibition – SV40 large T antigen inhibitors, biochemical (AID 1903); 310,000 tested, 0.39% active; SV40 large T antigen ATPase/helicase inhibition assay; higher % means a stronger effect; one-dose inhibition, % at 20 µM; IC50 in µM for titrated hits; in the data active = a potency from the dose series; inconclusive = inhibition mostly from about 32% at the one dose, without a potency; inactive = the rest, 99 in 100 with inhibition below about 32%; also: strong numbers were not always called active
TNAP activation fold – human TNAP enzyme activators, primary screen, biochemical, luminescent, no phosphate acceptor, uHTS (AID 1001); purified TNAP, luminescent activation assay, no phosphate acceptor; higher activation fold means a stronger effect; activation fold at 20 µM, or EC50 in µM where a hit was titrated; 200,000 tested, 0.03% active; in the data active = activation fold from about 3, or a potency from the dose series; inactive = the rest, 99 in 100 with activation fold below about 1.6; also: many of its hits are not listed in these tables
K1F lysis inhibition – inhibition of K1F phage lysis, E. coli UTI89, bacterial capsule biogenesis inhibitors, alamar blue (AID 488966). E. coli UTI89 K1F phage lysis, alamar blue, 2 h; higher % means a stronger effect. inhibition, % at 100 µM; hits with a dose series show IC50 in µM. 340,000 tested, 0.02% active;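 active = phage lysis inhibition, versus mean bacterial control, above a set limit; inconclusive = no clear call, values can overlap the other calls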;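 also: capsule biogenesis inhibitors block K1F phage lysis so surviving cells raise fluorescence; higher fluorescence means more inhibition of phage lysis; actives were called in the ten point dose series up to 300 µM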
T cell modulator – modulators of CD8 T cell-vesicle binding, primary screen, mouse 2C CD8+ T cells, flow cytometry; 2C CD8+ T cell-vesicle binding; stronger effect = lower value; calls only at 7 µM; 330,000 tested, 0.068% active;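 active = response, share of CD8 T cells binding vesicles, and their 90th percentile fluorescence all below set limits, cut at about 80% in these data, passing the limit was not always enough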
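Read-out – percent CD8+ FL2 mean versus row control · System – murine 2C transgenic CD8+ T lymphocytes · Times – 1.5 h cell–vesicle binding at 37 °C, then 20 min icy labelling · Control set – naked vesicles low, QL9 vesicles with vehicle high · Detection – cytometric PE anti-B7-1 and Alexa647 anti-CD8 signals after 1% paraformaldehyde fixation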
PhoP inhibition – inhibitors of PhoP regulon expression, primary screen, Salmonella Typhimurium, GFP reporter (AID 1863); inhibition, % at 50 µM; hits with a dose series show IC50 in µM; 300,000 tested, 0.16% active; S. Typhimurium PhoP-regulated promoter GFP reporter, 4 h; higher % means a stronger effect;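 active = inhibition over 29.93%, a cutoff 3 SD above the screen mean, later confirmed by dose response; inconclusive = inhibition over 29.93% but no dose response follow-up; inactive = inhibition at most 29.93% or unconfirmed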;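 also: 0% = low Mg2+ inducing control and 100% = high Mg2+ repressing control; strong numbers were not always called active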
RSV antiviral HEp-2 – RSV antiviral activity via CPE protection, HEp-2 cells, primary 10 µM value included (AID 2391). 310,000 tested, 0.13% active. CPE inhibition, % at 10 µM, or IC50 in µM where a hit was titrated. HEp-2 cells, RSV-induced CPE inhibition; higher % means a stronger effect; in the data active = a potency from the dose series; inconclusive = CPE inhibition mostly from about 23% at the one dose, without a potency; inactive = the rest, 99 in 100 with CPE inhibition below about 21%; also: strong numbers were not always called active
NTR1 ag – agonists of NTR1, primary screen, imaging, U2OS cells, beta-arrestin-GFP, high content (AID 493036). Neurotensin receptor type 1 (Homo sapiens), P30989. NTR1-U2OS beta-arrestin-GFP spot imaging, agonist mode. activation, % at 20 µM. 330,000 tested, 0.17% active;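 active = activation at or above 40% of the spot to cytoplasm intensity ratio, with at least 20 cells analyzed; inconclusive = wells under 20 cells, flagged as cytotoxic or low count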;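 also: 0% = DMSO without peptide and 100% = 100 nM NTR1 peptide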
Target sequence (P30989 whole entry, looked up): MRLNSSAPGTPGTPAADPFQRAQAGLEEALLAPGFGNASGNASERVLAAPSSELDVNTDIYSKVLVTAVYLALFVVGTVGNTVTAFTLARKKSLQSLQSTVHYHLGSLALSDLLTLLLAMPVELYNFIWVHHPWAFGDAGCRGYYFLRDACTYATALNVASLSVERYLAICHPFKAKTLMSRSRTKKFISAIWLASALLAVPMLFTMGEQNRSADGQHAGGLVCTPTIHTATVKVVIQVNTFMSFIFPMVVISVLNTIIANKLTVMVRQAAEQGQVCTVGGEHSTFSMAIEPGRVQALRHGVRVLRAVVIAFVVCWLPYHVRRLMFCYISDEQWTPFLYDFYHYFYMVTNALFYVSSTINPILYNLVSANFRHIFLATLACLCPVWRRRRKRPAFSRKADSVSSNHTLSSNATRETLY
T cell modulator vesicle-bound % – further read-out of T cell modulator, marked with its call; double positive events, %; measured here: CD8+ vesicle-bound cell fraction;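 binding gate set so that unloaded-vesicle control wells show 10% double positive cells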
NTR1 ag cell count 20 µM – further read-out of NTR1 ag, marked with its call; cell count; measured here: cell count, cytotoxicity flag
Myeloid diff 2 GFP+ MAC1+ % – also measured in Myeloid diff 2; calls as there; GFP+ MAC1+ double positive, %; measured here: differentiation confirmed by MAC1 staining
Starred values were filed as active, the others as inactive; i = inactive; u = inconclusive; x = no result given; [ ] = dose if it differs, or a comment.

structure	Myeloid diff 2	Myeloid diff 2 GFP+ MAC1+ %	MgcRacGAP inhibition	Large T inhibition	TNAP activation fold	K1F lysis inhibition	T cell modulator	T cell modulator vesicle-bound %	PhoP inhibition	RSV antiviral HEp-2	NTR1 ag	NTR1 ag cell count 20 µM
COc1ccc(CNC(=O)N2CCN(c3ccccc3OC)CC2)cc1	i	0.8	3%	2%	x	0.4%	i	28	2%	0.8%	-1.0	47
COC(=O)C(C)n1cnc2c(nnn2Cc2ccc(Cl)cc2)c1=O (centres undefined)	i	12	-2%	5%	1.1	-1.7%	i	28	14%	1.8%	-0.6	83
CC(Oc1cc2oc(=O)c3c(c2cc1Cl)CCCC3)C(=O)NCc1cccnc1 (centres undefined)	i	1.6	5%	1%	x	-0.2%	i	16	-1%	3.2%	1.9	53
O=C(NCCCN1CCCC1)c1cc2c(Cl)nc3ccccc3c2s1	i	0.8	16%	3%	0.9	0.0%	i	56	-3%	4.2%	1.0	87
CSCCC(C(=O)OCC(=O)c1ccc(C)c(C)c1)N1C(=O)c2ccccc2C1=O (centres undefined)	i	0.7	4%	14%	1.1	0.9%	i	39	-9%	1.9%	0.1	50
COc1cc(C(=O)NC(=S)Nc2ccccc2N2CCOCC2)cc(OC)c1OC	i	2.3	4%	4%	x	0.2%[50 µM]	i	63	0%	4.5%	7.3	63
O=C(OCC(=O)c1c[nH]c2ccccc12)c1cncc(Br)c1	i	1.2	3%	x	x	0.8%[50 µM]	i	48	x	x	-1.2	54
COc1ccc(N(C)S(=O)(=O)c2cccc(C(=O)Nc3ccc(OC)nc3)c2)cc1	x	x	x	5%	1.1	x	i	26	9%	8.1%	-1.6	47
Nc1nonc1-n1nnc(C(=O)N/N=C/c2cccc(Cl)c2)c1-c1ccc2c(c1)OCO2	i	0.2	11%	16%	x	-0.1%	i	22	-7%	-1.5%	2.5	59
COc1c(C)cc(NC(=O)c2ccc3c(c2)NC(=O)CO3)cc1C	i	0.4	9%	2%	1.1	0.1%	i	35	-1%	2.8%	3.0	68
CCOc1ccc(NC(=O)CNC(=O)c2cccs2)cc1	i	0.4	11%	7%	1.1	0.4%	i	44	0%	0.7%	1.7	61
COc1cc(C2C(C#N)=C(N)N(Nc3ccccc3)C3=C2C(=O)CC(C)(C)C3)ccc1OCc1cccc(F)c1 (centres undefined)	i	3.9	0%	2%	1	0.5%	i	18	7%	4.1%	2.7	45

Additional entries:
structure	Myeloid diff 2	Myeloid diff 2 GFP+ MAC1+ %	MgcRacGAP inhibition	Large T inhibition	TNAP activation fold	K1F lysis inhibition	T cell modulator	T cell modulator vesicle-bound %	PhoP inhibition	RSV antiviral HEp-2	NTR1 ag	NTR1 ag cell count 20 µM
COc1ccc(N2CCN(C(=O)CSc3nnc4n3C(C)(C)Cc3ccccc3-4)CC2)cc1	i	1.9	12%	30%	1.1	1.0%	i	21	-2%	6.9%	2.0	90
CCN(CC)S(=O)(=O)c1cccc(C(=O)Nc2cccc(C)c2)c1	i	1.7	6%	7%	1.1	0.1%	i	10	-6%	22%	1.1	71
CCC(C)N(C(=O)COC(=O)CSc1ccc([N+](=O)[O-])cc1)C1CCS(=O)(=O)C1 (centres undefined)	i	1.1	7%	23%	x	-0.1%	i	14	3%	1.6%	1.3	52
O=C(Nc1cc(S(=O)(=O)N2CCCCC2)ccc1N1CCOCC1)c1ccc(F)cc1	i	0.9	2%	x	x	0.0%[50 µM]	x	x	x	x	3.6	60
O=C(Oc1cccc2cccnc12)c1ccco1	i	0.6	12%	2%	1.1	1.2%	i	47	-6%	-0.3%	1.8	44
CC(=O)C1=C(C)NC(=O)NC1c1ccccc1OCC(=O)NCCc1ccccc1 (centres undefined)	i	6.2	12%	2%	1.1	0.2%	i	38	-4%	-0.1%	3.1	81
O=C(Oc1ccccc1F)c1ccc2c(=O)n3c(nc2c1)CCC3	i	0.4	9%	15%	x	1.6%[50 µM]	i	6	2%	-1.3%	-0.9	49
Cc1cc(C)cc(NC(=O)CCN2C(=O)c3ccccc3C2=O)c1	i	0.5	x	3%	x	-1.2%[50 µM]	i	18	-11%	0.2%	-1.4	51
CCOC(=O)c1ccccc1NC(=O)COC(=O)C1CCN(S(=O)(=O)c2ccccc2C(=O)OC)CC1	i	0.9	11%	12%	x	0.6%[50 µM]	i	13	-5%	-1.4%	7.8	73
CN1CCc2c1nc1ccccc1c2NC(=O)CN1CCCC1	i	0.5	117µM*	9%	x	0.0%	i	44	3%	2.5%	-0.4	48
Cc1ccc(C(=O)N2CCN(c3ccc([N+](=O)[O-])c(N4CCOCC4)c3)CC2)cc1	i	0.0	8%	4%	0.9	-0.3%	i	44	12%	15%	2.0	50
Cc1ccc(NC(=O)C2CCCC2)cc1Cl	i	0.5	7%	24%	x	1.2%	i	31	x	3.4%	1.4	59

(listing goes on)
structure	Myeloid diff 2	Myeloid diff 2 GFP+ MAC1+ %	MgcRacGAP inhibition	Large T inhibition	TNAP activation fold	K1F lysis inhibition	T cell modulator	T cell modulator vesicle-bound %	PhoP inhibition	RSV antiviral HEp-2	NTR1 ag	NTR1 ag cell count 20 µM
Cn1c(SCC(=O)Nc2cc(Cl)cc(Cl)c2)nnc1-c1ccc2nonc2c1	i	0.6	x	7%	x	x	i	32	0%	2.0%	4.6	59
CCOC(=O)N1CCN(C(=O)COc2ccc3ccccc3c2Br)CC1	i	1.0	4%	8%	x	-0.5%	i	49	6%	14%	0.4	65
CC(C)(C)c1ccc(C(=O)Nc2ccc3c(c2)C(=O)NC3=O)cc1	i	1.0	0%	x	x	-2.0%	i	21	x	3.2%	-0.4	52
O=C(Cn1c(-c2ccccc2Cl)nc2ccccc21)Nc1cccc(Cl)c1	i	0.7	5%	9%	1.3	0.8%[50 µM]	i	50	23%	6.7%	3.2	69
Cc1ccccc1NC(=S)NCc1ccc2c(c1)cc(C)n2C	u	x	6%	16%	1	7.4%	i	25	16%	4.3%	3.5	91
Cc1ccc(NC(=O)c2ccc(OC(F)(F)F)cc2)cc1S(=O)(=O)N(C)C	i	1.4	9%	-1%	1	2.6%	i	31	7%	1.9%	2.5	40
COc1ccc(Cl)cc1NC(=O)CSc1nnc(-c2ccncc2)n1CC1CCCO1 (centres undefined)	i	0.5	8%	13%	1	0.1%	i	54	2%	1.5%	0.8	89
Cc1ccn(S(=O)(=O)c2ccc(C(C)(C)C)cc2)n1	i	1.3	-4%	2%	1	2.6%	i	45	5%	4.9%	0.3	46
COc1ccc(-c2cc(N3C(=O)Nc4ccccc4N3O)n[nH]2)c(OC)c1	i	0.3	6%	31%	0.9	0.2%	i	56	3%	1.0%	-1.7	81
CC(C)CNC(=O)C(=O)NCC(c1ccc2c(c1)OCO2)N1CCOCC1 (centres undefined)	i	2.3	6%	-5%	x	5.8%	i	23	3%	0.4%	1.0	58
COCCn1nnnc1C(c1cc2c(C)cc(C)cc2[nH]c1=O)N1CCCCCC1 (centres undefined)	i	3.9	12%	7%	1	-0.8%	i	36	0%	4.1%	0.0	51
COC(=O)c1c(-c2ccc(OC)cc2)sc2cc(OC)c(OC)cc12	i	2.0	10%	x	x	1.5%	i	6	x	x	8.5	52

Going on with the list:
structure	Myeloid diff 2	Myeloid diff 2 GFP+ MAC1+ %	MgcRacGAP inhibition	Large T inhibition	TNAP activation fold	K1F lysis inhibition	T cell modulator	T cell modulator vesicle-bound %	PhoP inhibition	RSV antiviral HEp-2	NTR1 ag	NTR1 ag cell count 20 µM
O=C(NCCCN1CCOCC1)c1cc2nc(-c3ccco3)cc(C(F)(F)F)n2n1	i	3.0	10%	3%	x	1.6%	i	33	5%	0.0%	3.3	35
NS(=O)(=O)c1cccc(NC(=O)COC(=O)CCc2ccccc2)c1	i	0.4	4%	3%	x	-0.1%	i	15	3%	-0.1%	0.7	47
NC(=O)C1CCN(C(=O)CCCCCn2c(=O)[nH]c3ccsc3c2=O)CC1	i	0.4	6%	0%	1.1	1.3%	i	39	1%	0.4%	1.0	60
CC(C)N(C(=O)[C@H]1C[C@H](CC(=O)NCc2ccco2)C(=O)N2CCc3c([nH]c4cc(-c5ccco5)ccc34)[C@]12C)C(C)C	i	0.3	7%	x	x	1.5%	x	x	x	x	8.9	57
CC1CN(C(=O)c2ccncc2)CC(C)O1 (centres undefined)	x	x	x	5%	0.9	x	i	12	-5%	-1.5%	-2.0	62
